# KCNH2 3.1 block – blocks the human KCNH2 3.1 channel isoform. U2OS KCNH2 3.1, thallium flux FluxOr; active compounds read low. activity change, % (tested at about 1.8 µM). hit rate 0.95% among 340,000. AID 720553;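 active = maximum activity change below -70%; inconclusive = maximum activity change from -70% to -50%; inactive = maximum activity change above -50%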;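 also: thallium influx rate constant from kinetic fluorescence after stimulation buffer; % is scaled to controls: 0 for no effect and ±100 for the full control effect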
#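 Thallium flux via FluxOr fluorescence (Red40 quencher, 45 min loading) in U2OS cells virally expressing the KCNH2 3.1 isoform (1.77 x 10^8 /mL virus, overnight at 37 C). Rate constants from 2-min kinetic reads post-stimulation, normalised to positive and negative controls.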
# GALK inh – galactokinase (human) inhibition | P51570 | Purified GALK, Kinase-Glo residual ATP luminescence | Potency, µM (top dose mostly 57.5 µM), for inactives: at the highest dose activity change, negative = inhibition, hits mostly inhibitors | hit rate 0.007% among 270,000; also: potency is read from the fitted curve at half-maximal effect; % is scaled to controls: 0 for no effect and ±100 for the full control effect
#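 Kinase-Glo Plus luminescence measured ATP left after a 1 h room-temperature reaction. The reaction used 5 nM GALK, 100 uM galactose and 35 uM ATP at pH 8.0 (20 mM HEPES, 5 mM MgCl2, 60 mM NaCl, 1 mM DTT, 0.01% BSA).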
# TRPV1 ag – activates the human vanilloid receptor TRPV1; Q8NER1; TRPV1-expressing cells, Fluo-8 calcium influx, agonist mode; activation, % at 8.33 µM; hit rate 0.19% among 320,000; AID 540275; in the data active = activation above about 80%; inconclusive = between about 30% and that limit; also: 0% is about no effect
# Target sequence (Q8NER1 whole entry, looked up): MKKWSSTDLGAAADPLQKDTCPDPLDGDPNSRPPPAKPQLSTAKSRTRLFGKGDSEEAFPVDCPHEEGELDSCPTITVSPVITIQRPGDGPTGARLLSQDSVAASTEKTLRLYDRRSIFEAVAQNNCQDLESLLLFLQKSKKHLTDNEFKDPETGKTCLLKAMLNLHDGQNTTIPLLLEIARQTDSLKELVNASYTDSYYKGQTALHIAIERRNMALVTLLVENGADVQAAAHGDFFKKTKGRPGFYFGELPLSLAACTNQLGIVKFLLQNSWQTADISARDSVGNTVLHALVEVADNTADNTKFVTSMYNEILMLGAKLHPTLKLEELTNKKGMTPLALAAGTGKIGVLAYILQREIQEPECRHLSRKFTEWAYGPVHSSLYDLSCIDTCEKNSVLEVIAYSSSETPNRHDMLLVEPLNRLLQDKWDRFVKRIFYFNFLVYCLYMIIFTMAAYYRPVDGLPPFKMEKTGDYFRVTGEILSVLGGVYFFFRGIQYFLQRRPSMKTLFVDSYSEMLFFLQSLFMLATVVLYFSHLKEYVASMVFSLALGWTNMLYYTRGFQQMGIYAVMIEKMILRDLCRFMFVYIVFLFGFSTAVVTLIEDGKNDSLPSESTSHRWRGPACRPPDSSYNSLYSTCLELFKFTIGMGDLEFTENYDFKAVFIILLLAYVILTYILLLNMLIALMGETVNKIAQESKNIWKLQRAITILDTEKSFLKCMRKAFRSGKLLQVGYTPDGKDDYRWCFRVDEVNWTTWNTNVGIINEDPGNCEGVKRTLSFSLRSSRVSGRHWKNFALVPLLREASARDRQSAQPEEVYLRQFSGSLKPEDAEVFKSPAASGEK
#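 TRPV1-expressing cells were cultured overnight at 35.5C and loaded with Fluo-8 calcium dye for 40 to 90 min at room temperature. After a 10 s baseline, compound was added and calcium influx was read kinetically for 3 min (ex 480/em 520 nm).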
# A-T KAP1 phos – potential ataxia-telangiectasia treatment | […] A-T fibroblasts, KAP-1 phosphorylation AlphaLISA; neocarzinostatin DNA damage 30 min before lysis | Potency, µM (titrated, usually from 57.5 µM), inactives show at the highest dose activation, usual class: activators | hit rate 0.19% among 320,000 | AID 485349; also: potency is read from the fitted curve at half-maximal effect; % of control where 0% means no effect; nearly all actives have a fitted effect of over 45% in size
#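 ATM-like activity read as KAP-1 phosphorylation via AlphaLISA donor/acceptor antibody pairs after lysis and 6 hr at 25C. Cells were ATM-null patient fibroblasts ([…], hTERT), dosed 60 min, then exposed to the DSB inducer NCS for 30 min.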
# FBPA coupling cs – counter-screen for Giardia aldolase inhibitors: coupling enzyme system. coupling enzyme system counterscreen, AmpLite Red fluorescence. activity change, negative = inhibition, % at 58.2 µM, hits read low. hit rate 0.67% among 290,000. AID 2472; in the data active = activity change below about -30%; also: % is scaled to controls: 0 for no effect and ±100 for the full control effect
#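 Compounds tested against the coupling enzymes alone at 57.5 uM final; readout was AmpLite Red fluorescence (525/598 nm) after 20 min at RT.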
# CXXC DNA block – inhibitors of human MLL CXXC domain-DNA interaction; Potency, µM (series often up to 115 µM), for inactives: at the highest dose activity change, negative = inhibition, most hits filed as inhibitors; hit rate 0.037% among 290,000; AID 2662; MLL-CXXC / FITC-HOXA9 DNA fluorescence polarization; Q03164; active = well fitted inhibition curve with a large enough effect in the polarisation, with a control signal flat, not every such curve was filed as active; inconclusive = small, poorly fitted or top-dose-only effect, or effect the other way, or a change in a side signal; inactive = no such curve, though single readings can be large or run the other way; the % refers to the polarisation; also: potency is read from the fitted curve at half-maximal effect
#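 Purified MLL-CXXC (added from a 7 uM solution) was preincubated 5 min at ambient with pinned compounds in 50 mM Tris-HCl pH 7.5, 50 mM NaCl, 1 mM DTT, 0.05% BSA. Fluorescein-labeled HOX-A9 DNA (50 nM solution) followed, 30 min, then polarization read.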
# a7 integrin act – activates integrin-mediated alleviation for muscular dystrophy; alpha7betagal myoblasts, beta-gal FDG fluorescence, 48 h; Potency, µM (doses to about 38.3 µM), inactives show at the highest dose activation, usual class: activators; hit rate 0.064% among 350,000; AID 624291;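 also: potency is read from the fitted curve at half-maximal effect; 100% = response of the positive control SU9516; nearly all actives have a fitted effect of over 60% in size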
#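 alpha7betagal+/- myoblasts (passage 13, 250/well) treated 48 h at 37C with compounds at 1:260 dilution of DMSO stock. Lysed, then beta-galactosidase activity read as FDG fluorescence (ex 480/em 540) after 30 min, with pre-read for autofluorescence.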
# S-ASM inh – human S-ASM enzyme inhibition; P17405; placental ASM, HMU-PC fluorogenic substrate, 60 min; Potency, µM (doses to about 57.5 µM), for the others: top-dose activity change, negative = inhibition, hits mostly inhibitors; hit rate 0.006% among 340,000; AID 504937; also: potency is read from the fitted curve at half-maximal effect
#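 qHTS format. ASM enzyme prepared from human placenta hydrolyses the fluorogenic substrate HMU-PC0 (9 uM final) over 60 min at 37 °C after a 10 min compound preincubation.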
# MBNL1 CUG block – blocks human MBNL1 binding to CUG repeat RNA; Q9NR56; TR-FRET MBNL1-His/biotin-(CUG)12 binding, 665/545 ratio; Potency, µM (titrated, usually from 57.5 µM), inactives show top-dose activity change, negative = inhibition, actives largely listed as inhibitors; hit rate 0.036% among 280,000; AID 2675; active = well fitted inhibition curve with a large enough effect in the signal ratio, with a control signal flat, not every such curve was filed as active; inconclusive = small, poorly fitted or top-dose-only effect, or effect the other way, or a change in a side signal; inactive = no such curve, though single readings can be large or run the other way; the % refers to the signal ratio; also: potency is read from the fitted curve at half-maximal effect; % is scaled to controls: 0 for no effect and ±100 for the full control effect
#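 Compounds (final 92 nM to 58 uM) are added to His-tagged MBNL1 and biotin-(CUG)12, then terbium anti-His antibody and streptavidin-XL665 (5 nM final). After 60 min at room temperature, the 665/545 nm ratio is read.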
# hERG WT inh – inhibitors of human wildtype KCNH2 potassium channel; hit rate 0.37% among 340,000; U2OS, BacMam KCNH2, thallium flux FluxOr; active compounds read low; Q12809; activity change, % at 1.84 µM; AID 720551;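 active = maximum activity change below -70%; inconclusive = maximum activity change between -70% and -50%; inactive = maximum activity change above -50%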; also: % is scaled to controls: 0 for no effect and ±100 for the full control effect
#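 U2OS cells transduced with wild-type KCNH2 virus are loaded with FluxOr dye for 45 min, and thallium flux is measured in kinetic reads before and after stimulation buffer. Rate constants are normalized to DMSO controls.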
# * = called active by the depositor; i = inactive; ? = inconclusive; / = not tested or not shown; [ ] = remark or other dose. Unless noted, calls follow the shape of the dose curve; as a rule, active = well fitted curve in the direction sought with a large enough effect; inconclusive = small, poorly fitted or top-dose-only effect, or another doubt; inactive = no such curve, though single readings can be large; an effect the other way counts as inactive or inconclusive.
# Each structure is followed by: A-T KAP1 phos	KCNH2 3.1 block	MBNL1 CUG block	CXXC DNA block	GALK inh	S-ASM inh	hERG WT inh	TRPV1 ag	FBPA coupling cs	a7 integrin act
1	N/C(=N\OC(=O)Oc1ccccc1)c1ccc([N+](=O)[O-])cc1
    -9%	3	/	-1%	0%	6%	8	1	4	20%
2	CCCCNS(=O)(=O)/C=C/c1ccccc1
    -7%	1	-7%	7%	1%	0%	-3	6	4	-5%
3	CC(C)CC(=O)Nc1cc2c3c(c1)C(C)C(=O)N3CCC2 (configuration not stated)
    0%	13	3%	2%	2%	-1%	/	0	2	7%
4	CCN1C(=O)C(=O)N(Cc2ccc(OC)c(F)c2)C1=O
    7%	15	5%	2%	1%	5%	4	0	1	1%
5	Cc1ccc(S(=O)(=O)N(C)CC(=O)N2CCN(Cc3ccccc3)CC2)cc1
    -1%	-1	-4%	3%	0%	-5%	1	-8	/	23%
6	CCOC(=O)c1c(C)n(CCO)c2ccc(O)cc12
    /	5	-9%	-9%	1%	-2%	3	-4	3	8%
7	Cc1cc(C)nc(NC(=O)c2ccc(Br)cc2)n1
    25%	16	-16%	4%	-1%	-4%	-4	?	-1	-1%
8	COc1ccccc1CNC(=O)c1ccc(OCc2c(C)noc2C)c(OC)c1
    /	-16	-10%	-6%	0%	-3%	-6	4	6	-3%
9	CC(C)c1nn2c(=O)cc(COc3cccc(NC(=O)c4ccco4)c3)nc2s1
    22%	5	-2%	11%	-9%	0%	5	0	/	-37%
10	CCN(c1ccccc1)S(=O)(=O)c1ccc(F)cc1C
    1%	10	0%	3%	-7%	2%	21	10	3	-30%
11	Cn1c(=O)c2c(nc(N3CCOCC3)n2CCCNC2=NCCC2)n(C)c1=O
    1%	2	7%	-11%	0%	1%	2	2	3	5%
12	COc1ccc2c(c1)c1nc(SCC(C)C)n(CCO)c(=O)c1n2C
    24%	-8	-1%	3%	0%	/	2	11	0	-7%
13	CCOC(=O)c1nnn(-c2nonc2N)c1-c1ccc(C)cc1
    0%	-2	-11%	-8%	/	0%	6	4	-6	-8%
14	CC(=O)c1cc(-c2ccccc2)n(CC(=O)Nc2cccc(C)c2)c1C
    8%	14	9%	5%	4%	-3%	-4	-2	0	-8%
15	CCCCCC(=O)N1CCN(S(=O)(=O)c2ccc3c(c2)OCCO3)CC1
    0%	14	/	/	/	5%	2	0	/	-1%
16	COc1ccccc1C(=O)Nc1cc(C)ccc1NC(=O)c1ccco1
    9%	5	-9%	-3%	3%	2%	-1	7	3	4%
17	COC(=O)/C=C\C(C#N)(C#N)N=Cc1ccc(OC)cc1
    /	1	/	/	/	6%	-8	/	/	-41%
18	CCNC(=O)Cn1c(=O)c2c(ncn2Cc2ccccc2)n(Cc2ccccc2)c1=O
    6%	-1	3%	14%	2%	-2%	-1	-2	-1	-3%
19	Cc1ccc(-c2n[nH]c(=O)c3ccccc23)cc1S(=O)(=O)NCCO
    0%	-1	0%	2%	-1%	2%	-4	0	0	0%
20	Cc1cc(=O)[nH]c(N/N=C/c2ccc(Cl)c([N+](=O)[O-])c2)n1
    -1%	8	24%	-1%	/	-1%	-6	1	1	?
21	O=C(CCCN1C(=O)/C(=C/c2cccs2)SC1=S)Nc1cccc(C(=O)O)c1
    -6%	0	10%	16%	-4%	-5%	i	1	8	12%
22	O=C(CC1SCCNC1=O)Nc1ccc(Cl)cc1 (configuration not stated)
    1%	-1	-24%	7%	11%	-1%	-2	0	-3	-9%
23	COC(=O)NNC(=O)C1CCC(C(=O)NNC(=O)OC)CC1 (configuration not stated)
    -3%	0	-5%	15%	0%	11%	2	3	5	8%
24	Cc1oc2c(c(C)cc3oc(=O)c(CC(=O)N[C@@H](CC(C)C)C(=O)O)c(C)c32)c1C
    29%	8	3%	34%[activator]	1%	112%[activator]	-30	?	3	28%
25	COc1cc2c(C#N)c(N3CCOCC3)nc(N)c2c(N)n1
    10%	-2	-11%	6%	0%	294%[activator]	-1	-5	-52*	5%
26	CC(NC(=O)c1ccccc1)C(=O)OCC(=O)Nc1cccc(S(=O)(=O)N2CCCC2)c1 (configuration not stated)
    /	-1	/	/	/	2%	-8	/	/	3%
27	N#Cc1c(N)nc2c(c1-c1ccncc1)CCCCCC2
    /	16	/	/	/	11%	13	/	/	4%
28	CCN(Cc1ccccc1)c1ccc(/C=N/N=C(N)N)cc1
    -3%	-23	?	?	0%	51%[activator]	34	-2	-2	-53%[inhibitor]
29	Cn1nc(C(=O)OCc2ccccc2F)c2ccccc2c1=O
    15%	3	2%	16%	10%	-6%	-4	6	1	-28%
30	CCOc1ccccc1NC(=O)NCc1ccc2c(c1)OCO2
    6%	-4	-7%	12%	-8%	0%	8	1	-1	-21%
31	CCOC(=O)CN(C(=O)CSc1nnc(CNc2ccc(F)cc2)n1C)c1ccccc1
    -5%	5	1%	1%	-1%	5%	-2	-1	2	8%
32	O=C(COC(=O)c1ccccc1Cc1ccccc1)Nc1ccc(SC(F)F)cc1
    4%	-12	2%	14%	0%	1%	-25	7	2	-35%
33	Cc1cc(C)c(C(=O)Cn2nc(C(=O)O)c3ccccc3c2=O)cc1C
    4%	0	/	4%	-2%	-1%	-9	1	1	5%
34	CC(=O)c1cccc(NC(=O)NNC(=O)CCC(=O)Nc2ccc(C)c(C)c2)c1
    -3%	-10	-7%	7%	2%	-3%	-13	2	0	-3%
35	O=C(Nc1ccc(Cl)c(Cl)c1)C1CCCCC1
    12%	1	/	/	/	-6%	-12	?	/	-13%
36	Cn1c(=O)c2c(nc(CN3CCN(c4ccccc4)CC3)n2Cc2ccccc2Cl)n(C)c1=O
    2%	-1	3%	-1%	3%	-8%	-8	-3	-2	-7%
37	CSc1nc(-c2ccccc2)c(-c2ccccc2)[nH]1
    8%	4	17%	2%	-1%	1%	-6	0	-2	-22%
38	CCOC(=O)Nc1ccc(S(=O)(=O)Nc2cc(C)on2)cc1
    -1%	16	-3%	-3%	-3%	1%	-2	6	0	-20%
39	COc1cc2[nH]c(=S)nc(NCC3CCCO3)c2cc1OC (configuration not stated)
    2%	12	-9%	-7%	-4%	2%	0	-4	-2	-24%
40	Cc1ccc(C(=O)CC(=O)COc2ccc(Cl)cc2)cc1
    14%	-7	4%	-5%	0%	-5%	-4	0	-1	-13%
41	O=C(c1cccs1)c1coc2ccc(O)c(CN(CCO)CCO)c12
    -12%	1	-4%	-7%	3%	-2%	13	3	-4	-15%
42	Cc1ccc(-n2ncc3c2CC(C)(C)CC3NC(=O)CN2CCCC2=O)cc1 (configuration not stated)
    0%	4	-7%	8%	5%	2%	0	1	/	3%
43	N=c1sccn1CC(=O)Nc1ccc2c(c1)CCC2
    6%	-9	2%	0%	12%	-1%	2	2	0	-15%
44	CN1CCCN(C(=O)c2cccc3ccccc23)CC1
    4%	13	2%	-1%	-1%	3%	3	1	-1	-4%

# Structures from the list above that have an aryl methoxy group (7):
# Each structure is followed by: A-T KAP1 phos	KCNH2 3.1 block	MBNL1 CUG block	CXXC DNA block	GALK inh	S-ASM inh	hERG WT inh	TRPV1 ag	FBPA coupling cs	a7 integrin act
4	CCN1C(=O)C(=O)N(Cc2ccc(OC)c(F)c2)C1=O
    7%	15	5%	2%	1%	5%	4	0	1	1%
8	COc1ccccc1CNC(=O)c1ccc(OCc2c(C)noc2C)c(OC)c1
    /	-16	-10%	-6%	0%	-3%	-6	4	6	-3%
12	COc1ccc2c(c1)c1nc(SCC(C)C)n(CCO)c(=O)c1n2C
    24%	-8	-1%	3%	0%	/	2	11	0	-7%
16	COc1ccccc1C(=O)Nc1cc(C)ccc1NC(=O)c1ccco1
    9%	5	-9%	-3%	3%	2%	-1	7	3	4%
17	COC(=O)/C=C\C(C#N)(C#N)N=Cc1ccc(OC)cc1
    /	1	/	/	/	6%	-8	/	/	-41%
25	COc1cc2c(C#N)c(N3CCOCC3)nc(N)c2c(N)n1
    10%	-2	-11%	6%	0%	294%[activator]	-1	-5	-52*	5%
39	COc1cc2[nH]c(=S)nc(NCC3CCCO3)c2cc1OC (configuration not stated)
    2%	12	-9%	-7%	-4%	2%	0	-4	-2	-24%
